Screening data: PubChem BioAssay, Broad Institute
Cneo AK release: Cryptococcus neoformans lysis via adenylate kinase release; C. neoformans lysis, adenylate kinase release luminescence, 4 h; normalised: neutral wells 0, clomiphene wells 100; lysis activity, % at 15 µM; 360,000 compounds, 0.2% hits;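 active = mean lysis activity across replicates of at least 80%, whatever share of replicates individually reach that level; inactive = mean lysis activity below 80%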
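Test system: log-phase Cryptococcus neoformans yeast cells; Quantity: yeast cell density of 5 × 10^6 cells/mL; Buffer or medium: YPD; Doses: single compound concentration per well; Timing: 4 h at 37 °C static, read 1 h later; Measured by: AK luminescence; Read-out basis: lysis from increased AK signal; Control set: Clomiphene as positive control.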
LGR2 antag: Drosophila LGR2 receptor signaling inhibition; HEK293 LGR2, CRE-luciferase, bursicon-stimulated, 4 h; inhibition, % at 9.99 µM; 380,000 compounds, 0.35% hits; AID 720647;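 active = drop in luminescence signal, shown as inhibition above about 50% in the replicate tests, limit read from the data, passing the limit was not always enough; inconclusive = probably only some replicates passing the limit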;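 note: agonist challenge used bursicon conditioned medium at about half maximal strength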
ERAP1 inh: blocks human ERAP1 aminopeptidase activity; Q9NZ08; recombinant ERAP1, Leu-AMC fluorescence, 60 min; inhibition, % at 10.7 µM; AID 652197; 340,000 compounds, 0.15% hits;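 active = mean replicate inhibition of at least 30%, or all replicates individually reaching that 30% level; inactive = mean below 30% and not every replicate reaching it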;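 note: 0% = neutral control wells and 100% = L-leucinethiol positive control wells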
C2C12 statin: protects C2C12 myotubes from simvastatin toxicity; AID 602340; 330,000 compounds, 0.78% hits; rescue of ATP level, % at 7.49 µM; ATP luminescence, 48 h; scaled: DMSO 0, geranylgeraniol control 100;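 active = mean ATP rescue above about 67%, or every replicate alone reaching that limit, limit read from the data, passing the limit was not always enough; inconclusive = no clear call, values can overlap the other calls; inactive = mean under the limit and some replicate under it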;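 note: myotubes were challenged with 10 µM simvastatin during compound exposure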
Xi reactivation: activators of X-chromosome reactivation in mouse fibroblasts; XiGFP mouse fibroblasts, % GFP-positive cells imaging, 3 d; cells co-treated with 5-aza-dC sensitizer; scaled so ellipticine positive control = 100%; activation, % at 7.58 µM; 360,000 compounds, 0.055% hits; AID 743238;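 active = mean normalized replicate activation at least 10% and every replicate at or above 10%; inconclusive = only one of the two criteria met; inactive = mean below 10% and not all replicates reach 10%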;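 note: 0% = median of on-plate neutral control wells and 100% = ellipticine 6 µM median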
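System: SV40-immortalized XiGFP fibroblast cells, line 68-5-11 / Incubation: 3-day compound exposure, then 15 min fixation at room temperature / Compound: single concentration per compound, delivered by pin transfer / Buffer or medium: DMEM plus 5-aza-dC sensitizer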
PGC1a acetyl inh: lowers PGC1a acetylation signal in U2OS cells | AlphaScreen anti-acetyl-lysine; with virally co-expressed GCN5 acetyltransferase | inhibition, % at 15.6 µM | 350,000 compounds, 0.17% hits | AID 651687;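 active = every replicate shows inhibition of at least 40%; inconclusive = mean inhibition at least 40% but some replicate below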;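 note: 0% = neutral control wells and 100% = positive control wells; some results beyond the cut were filed as inactive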
S100A4 inh HTS: inhibitors of human S100A4 binding to myosin IIA peptide. P26447. S100A4/TAMRA-MyoIIA peptide fluorescence polarization. inhibition, % at 10.7 µM. 360,000 compounds, 0.14% hits. AID 652163;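 active = mean inhibition of at least 70% across replicates, with every replicate also reaching that level; inconclusive = mean inhibition reaches 70% but some replicates fall short; inactive = mean inhibition below 70%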
Target sequence (P26447 whole entry, looked up): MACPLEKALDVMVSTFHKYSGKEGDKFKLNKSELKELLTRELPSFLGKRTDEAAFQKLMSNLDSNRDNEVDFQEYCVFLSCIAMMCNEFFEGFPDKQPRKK
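assay system = human S100A4 monomer with TAMRA-labelled myosin IIA peptide | also added = labelled myosin peptide probe, 5 nM | incubation = 5 min between mix addition and reading | control set = DMSO and TFP controls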
SIRT5 block: sirtuin-5 (human) deacylase inhibition; Purified SirT5, succinyl-peptide AMC, trypsin-coupled fluorescence; Q9NXA8; 330,000 compounds, 1.1% hits; inhibition, % at 15 µM; AID 652115; in the data active = inhibition above about 15%; inconclusive = no clear call, values can overlap the other calls
Target sequence (Q9NXA8 whole entry, looked up): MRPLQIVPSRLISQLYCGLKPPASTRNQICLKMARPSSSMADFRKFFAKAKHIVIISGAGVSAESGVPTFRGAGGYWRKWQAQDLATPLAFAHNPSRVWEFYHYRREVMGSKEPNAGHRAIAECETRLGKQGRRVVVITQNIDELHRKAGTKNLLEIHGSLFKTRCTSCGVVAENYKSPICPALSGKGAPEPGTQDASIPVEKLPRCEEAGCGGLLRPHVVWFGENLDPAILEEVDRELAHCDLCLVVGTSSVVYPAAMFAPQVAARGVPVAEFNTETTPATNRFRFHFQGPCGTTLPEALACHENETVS
The depositor's hits bear a star; ? = inconclusive; . = not tested or not shown; & = joins results of further samples.

Values run as follows: Cneo AK release | LGR2 antag | ERAP1 inh | C2C12 statin | Xi reactivation | PGC1a acetyl inh | S100A4 inh HTS | SIRT5 block
1. C[C@H](CO)N1C[C@H](C)[C@H](CN(C)C(=O)Nc2ccc(F)cc2)Oc2ccc(NC(=O)C3CC3)cc2C1=O
 : -2 | 24 | 4 | 4 | 0.0 | 1 | -2 | 0
2. O=C(c1ccc(Cl)c([N+](=O)[O-])c1)N1CCCc2ccccc21
 : -8 | -6 | -1 | 3 | 0.0 | 0 | 0 | -3
3. O=C(c1ccncc1)N1CC2(C1)[C@H](c1ccccc1)[C@H](CO)N2CC1CCCC1
 : . | -17 | 1 | . | 0.0 | -3 | 3 | 3
4. C/C(=N\NS(=O)(=O)c1ccccc1)c1ccc2c(c1)OCO2
 : -3 | 2 | 0 | 3 | 0.0 | 3 | 3 | 3
5. CCOC(=O)N1CCN(C(=O)CSc2ccc(-c3cccnc3)nn2)CC1
 : . | 12 | -3 | . | 0.1 | . | 1 | 0
6. CN1CCN(S(=O)(=O)c2ccc3c(c2)oc(=O)n3C)CC1
 : 0 | 0 | -3 | -6 | 0.0 | . | -2 | -6
7. COc1ccc(NC(=O)COC(=O)Cc2c[nH]c3ccccc23)cc1Cl
 : 0 | 0 | 1 | 2 | -0.1 | -6 | -3 | 2
8. CNC(=O)C(=O)NCCN1CCN(S(=O)(=O)c2ccc3ccccc3c2)CC1
 : 1 | -9 | -2 | -6 | 0.0 | -5 | 4 | 1
9. CCN(CC(=O)Nc1ccccc1C(F)(F)F)C(=O)CSCc1ccc(C)cc1
 : . | 17 | 0 | . | 0.0 | . | 4 | -1
10. C[C@@H]1CN([C@@H](C)CO)S(=O)(=O)c2ccc(-c3cccc(C(=O)N(C)C)c3)cc2O[C@@H]1CN(C)C(=O)Cc1ccccn1
 : 2 | -6 | 1 | -1 | 0.3 | 4 | 8 | -3
11. Cc1nc2ccc(NS(=O)(=O)c3c(F)cc(F)cc3Br)cc2s1
 : -1 | -5 | -1 | -12 | 0.1 | 4 | -2 | 8
12. CC(C)C(=O)Nc1c(-c2ccccc2Cl)c(=O)c2ccccc2n1C
 : -1 | 0 | -5 | -13 | 0.2 | 2 | -1 | -1
13. O=C(C1CC1)N1CCCCN2[C@H](CO)[C@H](c3ccc(-c4cccc(F)c4)cc3)[C@@H]2C1
 : -1 | 26 | 2 | . | 0.0 | -1 | 7 | 2
14. C[C@@H]1CN([C@H](C)CO)C(=O)c2cccc(NC(=O)C3CCOCC3)c2O[C@H]1CN(C)C
 : -1 | 18 | -1 | -3 | 0.3 | 3 | 16 | 0
15. Cc1nc2ccc(NC(=O)c3ccc(Cl)nc3)cc2s1
 : 19 | -3 | -2 | 6 | 0.0 | -2 | 6 | -6
16. COc1ccccc1CN1CCNC(=O)C1CC(=O)NC1CCCCCC1 (stereo unspecified)
 : 0 | 10 | -1 | . | 0.1 | . | -17 | -7
17. CCN(CC)CCNC(=O)Cc1c(C(=O)O)n(CC)c2ccccc12
 : 0 | 2 | -4 | -5 | . | 4 | 5 | 0
18. O=C(c1ccc2ccccc2c1)N1CCN(c2ccc([N+](=O)[O-])c(N3CCOCC3)c2)CC1
 : -1 | 1 | 5 | -16 | . | -2 | 4 | 1
19. CCn1c(=O)c2cc(C(=O)N3CCN(C)CC3)sc2c2ccccc21
 : 0 | -17 | 6 | -9 | -0.2 | . | 0 | -2
20. Cc1ccc(S(=O)(=O)NCC(=O)OCc2ccccc2)cc1
 : -6 | 3 | -1 | 8 | -0.2 | 2 | 1 | 1
21. COc1cc(-c2csc(NC3CCCCC3)n2)cc(OC)c1OC
 : 0 | -4 | 1 | -29 | 0.0 | . | -6 | -1
22. COc1cccc(C=C2Cc3ccccc3C2=O)c1
 : . | 13 | -1 | . | 0.0 | . | 5 | -1
23. CCN1C(=O)[C@H]2[C@H]3CN=C(SCc4ccccc4)N3[C@@](CC)(C(=O)OC)[C@H]2C1=O
 : -1 | -3 | 0 | 16 | 0.0 | -2 | -3 | 4
24. Cc1ccc(S(=O)(=O)N2CCOCC2)cc1NC(=O)CSc1nc(N)cc(=O)[nH]1
 : 0 | -6 | . | 0 | . | 7 | -5 | 0
25. C[C@@H]1CN([C@H](C)CO)C(=O)c2cc(NS(=O)(=O)c3cn(C)cn3)ccc2O[C@@H]1CN(C)S(=O)(=O)c1ccc(F)cc1
 : -2 | 13 | -1 | 25 | 0.2 | 2 | 0 | 0
26. C/C=C/c1ccc2c(c1)O[C@@H](CN(C)S(C)(=O)=O)[C@H](C)CN([C@H](C)CO)S2(=O)=O
 : -9 | -6 | 0 | . | -0.7 | 1 | 5 | -2
27. CC(/C=N/Nc1nc(C)cc(=O)[nH]1)=C\c1ccccc1
 : 0 | -5 | 0 | -7 | 0.1 | . | 4 | -1
28. O=C(O)c1cccc2c1-c1ccc(Cl)cc1C2
 : 1 | 4 | -9 | 12 | 0.1 | 0 | -1 | -2
29. O=C(CSc1nnnn1-c1ccccc1F)NNC(=O)c1ccco1
 : . | -9 | 2 | . | 0.2 | . | 4 | -3
30. C[C@H](NC(N)=O)C(=O)Nc1ccc2c(c1)OCO2
 : -1 | -9 | . | . | -0.2 | 7 | -3 | 0
31. COc1ccc(-c2cn3ccccc3n2)cc1
 : -5 | 25 | . | -46 | 2.2 | -9 | -1 | -15
32. COc1ccc(OC)c(C2C(C(=O)c3ccco3)=C(O)C(=O)N2CC2CCCO2)c1 (stereo unspecified)
 : -2 | 7 | 4 | 0 | 0.2 | . | 3 | 3
33. COc1ccc(C)cc1NC(=O)CN(C)S(=O)(=O)c1ccc2c(c1)n(C)c(=O)c(=O)n2C
 : 4 | -10 | 1 | 18 | 0.0 | 3 | 1 | 1
34. O=C1/C(=C/c2ccccc2)SC(=S)N1C1CCS(=O)(=O)C1 (stereo unspecified)
 : -1 | 31 | . | 8 | 0.0 | -3 | -3 | 1
35. Cc1ccc(S(=O)(=O)N2CCCCC2)cc1NC(=O)CSc1nnc(N)s1
 : . | 1 | -2 | . | 0.2 | . | -2 | 6
36. C[C@@H]1CN([C@H](C)CO)C(=O)c2cc(C#CC(C)(C)O)cnc2O[C@@H]1CN(C)C(=O)C1CCC1
 : . | 0 | 0 | . | -1.2 | 6 | 3 | -4
37. COc1ccc(C)cc1Nc1ncnc2c1nnn2Cc1ccccc1Cl
 : 1 | -11 | 4 | -4 | -0.3 | . | 6 | .
38. CN(C(=O)c1cccc(NC(=O)Cc2cccc(NC(=O)C3CCCN(C(=O)C4CCCC4)C3)c2)c1)C1CC1 (stereo unspecified)
 : -1 | 2 | 3 | 23 | 0.1 | -8 | -3 | -5
39. COc1ccc(Nc2ncnc3c2oc2ccccc23)cc1
 : 0 | -66 | . | -22 | . | -1 | . | .
40. FC(F)(F)c1ccc(Cl)c(-n2c(-c3cc(-c4ccco4)[nH]n3)n[nH]c2=S)c1
 : -4 | 5 | 5 | . | -0.1 | ? | -9 | 0

Next part.
entry | Compound | Cneo AK release | LGR2 antag | ERAP1 inh | C2C12 statin | Xi reactivation | PGC1a acetyl inh | S100A4 inh HTS | SIRT5 block
41 | Cc1cc(N2CCN(C(=O)OC(C)(C)C)C[C@H]2C)ccc1N1C[C@@H](C)O[C@@H](C)C1 | . | ? | 4 | . | 0.4 | . | -18 | 2
42 | O=C(NNC(=O)c1sccc1-n1cccc1)Nc1ccc(F)cc1 | . | 16 | -9 | . | 0.8 | 0 | 8 | 0
43 | COc1cc(OC)cc(C2=Cc3ccccc3C(CC(C)=O)N2c2ccc(C#CC3(O)CCCCC3)cc2)c1 (stereo unspecified) | . | -22 | . | . | 0.1 | . | -4 | 7
44 | CCOC(=O)N1CCN(C(=S)NC(=O)c2ccc(F)c(F)c2)CC1 | . | . | 0 | . | 0.0 | . | 4 | -5
45 | C[C@@H]1CN([C@H](C)CO)C(=O)c2cc(NC(=O)Nc3ccccc3)ccc2O[C@@H]1CN(C)Cc1ccc2c(c1)OCO2 | -1 | 8 | 3 | -27 | 0.1 | 0 | -13 | 3
46 | COc1ccc(-c2cc(NC=O)c3ncc(-c4cccc(C(F)(F)F)c4)n3c2)c(OC)c1 | 2 | 5 | 3 | -4 | 0.3 | 4 | -10 | .
47 | COc1ccc(-c2cn(-c3ccccc3)c3[n+]2CCS3)cc1 | 6 | -6&15 | . | . | 0.4 | 14 | . | .
48 | COc1cc(OC)cc(-n2nnnc2SCC(=O)NCc2ccc3c(c2)OCO3)c1 | 2 | 0 | 0 | 24 | . | -10 | 5 | -2
49 | Cc1ccccc1NC(=S)NCCO | . | . | 1 | . | -0.1 | . | 5 | -3
50 | c1ccc(C2[C@H]3CN(Cc4cccnc4)[C@H](c4ccccc4)C34CC2(c2cccnc2)C4)cc1 (stereo partly specified) | 0 | 6 | 2 | 11 | 0.1 | . | -14 | .
51 | Cc1ccc(C(=O)Nc2nccc(C)n2)cc1 | -2 | -14 | -1 | -5 | 0.2 | -2 | -1 | -1
52 | CN(C)C1=NCCN1CCc1ccc(F)cc1 | 2 | -6 | -1 | 5 | 0.0 | . | 0 | -5
53 | COc1ccc(-c2nc(CC(=O)Nc3cccc(S(=O)(=O)NC4=NCCC4)c3)cs2)cc1 | 0 | 8 | 0 | 3 | 0.0 | . | -3 | -3
54 | Cc1nc(SCc2ccc(OCCC(C)C)cc2)n[nH]1 | . | -62 | -4 | -2 | 0.6 | 3 | 0 | 1
55 | CCOc1cc2[nH]c(=S)n(Cc3ccc(C)o3)c(=O)c2cc1OCC | 2 | -13 | 7 | -50 | . | 8 | -2 | 9
56 | Cc1ccc(/C=N/NC(=O)Cc2ccc(Cl)cc2)s1 | -1 | -21 | 1 | . | -0.1 | 2 | -1 | 0

The list is partial; count on the stated rates, not on these rows.
